Cardio protect – protects H9c2 cardiomyocytes from peroxide injury. AID 588492. H2O2 injury protection, ATPLite, 2 h. 360,000 tested, 0.63% active. protection from H2O2 cell death, % at 20 µM;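 active = compounds giving at least 50% protection of heart cells from peroxide-induced death in the single-dose screen, raw or plate-pattern-corrected value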;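 note: 0% = DMSO wells with peroxide and 100% = DMSO wells without peroxide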
aDG glyco act – increases alpha dystroglycan glycosylation; activation, % at 10 µM; Pro5-aDG cells, alpha-DG glycosylation AlphaScreen (IIH6); 0% Pro5, 100% B10-LARGE cell signal; 360,000 tested, 0.22% active;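 active = activation of at least 8% versus controls, or a plate z-score of at least 8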;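 note: Pro5 are CHO cells carrying HIG-tagged alpha-DG that lacks glycosylation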
CaV13 ICDI inh – Primary screen for inhibitors of IQ motif and Ca2+-dependent inactivation inhibitor domain binding in CACNA1D, Förster resonance energy transfer in living cells, …; 340,000 tested, 0.098% active; inhibition, % at 12.3 µM; HEK cells, CFP/YFP FRET ICDI-IQ, plate reader, 10 min; percent FRET-ratio fall versus neutral wells;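 active = mean replicate inhibition of at least 30% and at least 1% of replicates passing that level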;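 note: 0% = median of the neutral control wells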
MC4R ag barr – human MC4R agonism via beta-arrestin. 360,000 tested, 0.98% active. U2OS MC4R beta-arrestin complementation, luminescence; percent of melanotan II response, DMSO zero. activation, % at 8.9 µM;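 active = activation above a per-plate cutoff, the mean activation of sample wells on that plate plus 3 SD, cut at about 8% in these data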
Target sequence (P32245 whole entry, looked up): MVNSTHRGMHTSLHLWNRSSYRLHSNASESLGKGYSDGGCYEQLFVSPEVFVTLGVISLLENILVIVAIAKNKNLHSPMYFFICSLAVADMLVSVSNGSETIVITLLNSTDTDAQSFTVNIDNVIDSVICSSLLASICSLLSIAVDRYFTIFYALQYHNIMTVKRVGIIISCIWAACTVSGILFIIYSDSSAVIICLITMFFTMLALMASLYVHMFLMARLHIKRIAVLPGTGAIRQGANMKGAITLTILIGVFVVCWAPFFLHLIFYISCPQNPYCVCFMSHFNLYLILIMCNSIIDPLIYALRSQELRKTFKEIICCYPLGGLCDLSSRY
PDI inh – inhibitors of human protein disulfide isomerase; PDI insulin aggregation turbidity, A650, 90 min; inhibition, % at 10 µM; 350,000 tested, 0.052% active; AID 588391;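 active = mean inhibition across replicates of 30% or more, whatever share of single replicates reach that level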;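 note: absorbance from insulin aggregation driven by PDI reduction with DTT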
MC4R antagonist – blocks human MC4R cAMP signaling. MC4R-expressing cells, MTII-stimulated cAMP, LANCE TR-FRET. 360,000 tested, 0.48% active. AID 540295. inhibition, % at 6.5 µM;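 active = inhibition above its plate's cutoff, the mean of tested wells on that plate plus 3 SD, cut at about 29% in these data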;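 note: 0% = Melanotan II alone and 100% = Melanotan II plus saturating MCL0020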
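Material: U2OS-MC4R stable cell line | Reagent: Melanotan II challenge after compound preincubation | Doses: One concentration, 6.5 µM nominal | Incubation: 30-min compound preincubation, 1-h Melanotan II challenge, 1-h detection, room temperature | Signal: TR-FRET cAMP assay | Replicates: One well per compound, no replicates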
Glyco luc inh – N-linked glycosylation inhibition; D54 ERlucT glycosylation luciferase reporter, 24 h; percent of 100 nM tunicamycin response; reporter increase, % at 12.5 µM; 360,000 tested, 0.23% active; AID 588692;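 active = mean luciferase reporter signal, scaled so untreated is 0 and the glycosylation-blocking control 100, at or above a set limit in every replicate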;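 note: luciferase carries N-glycosylation sites so blocking glycosylation raises the light; 0% = median of neutral control wells and 100% = median of 100 nM tunicamycin wells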
ABCB6 inh 2 – blocks the human ABCB6 transporter; Q9NP58; K562-ABCB6 porphyrin accumulation, flow cytometry, 1 h; hits give low values; fluorescence ratio to DMSO, % at 10 µM; 360,000 tested, 0.19% active; AID 602162;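 active = fluorescence ratio to DMSO below 75%, the collection mean minus 3 SD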;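 note: signal is porphyrin accumulated inside mitochondria; 100% equals median channel fluorescence of DMSO control wells; lower ratio means ABCB6 inhibition with less porphyrin fluorescence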
Vif inh – inhibitors of HIV Vif; HEK293T cells, Vif self-association by quenched fluorescence, imaging, 24 h; 340,000 tested, 0.35% active; inhibition, % at 7.49 µM; AID 602346; in the data active = inhibition above about 50%, passing the limit was not always enough; note: some results filed as inactive read as strong as hits
m5-HT2A agonist – mouse HTR2A agonism via beta-arrestin recruitment; 360,000 tested, 0.66% active; CHO-K1 mHTR2A beta-arrestin complementation, luminescence; percent of 30 µM serotonin response; AID 624169; P35363; activation, % at 7.6 µM;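 active = activation above a run cutoff, the mean activation of all tested compounds plus 3 SD, cut at about 14% in these data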;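 note: 0% = plate median of compound wells and 100% = 30 µM serotonin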
Target sequence (P35363 whole entry, looked up): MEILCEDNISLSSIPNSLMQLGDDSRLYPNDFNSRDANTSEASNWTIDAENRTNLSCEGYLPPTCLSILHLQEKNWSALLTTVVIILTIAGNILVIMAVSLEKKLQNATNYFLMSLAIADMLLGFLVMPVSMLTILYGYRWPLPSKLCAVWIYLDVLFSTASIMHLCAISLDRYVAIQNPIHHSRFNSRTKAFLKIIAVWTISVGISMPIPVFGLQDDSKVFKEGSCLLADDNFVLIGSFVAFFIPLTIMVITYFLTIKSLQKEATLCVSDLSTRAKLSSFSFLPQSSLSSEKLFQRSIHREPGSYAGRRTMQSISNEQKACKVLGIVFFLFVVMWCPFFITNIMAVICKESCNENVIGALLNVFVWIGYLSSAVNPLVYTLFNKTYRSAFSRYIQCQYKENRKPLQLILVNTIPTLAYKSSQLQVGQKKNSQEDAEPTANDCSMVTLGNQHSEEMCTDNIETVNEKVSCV
Starred values were filed as active, the others as inactive; x = not tested or not shown.

Each structure is followed by: Cardio protect	aDG glyco act	CaV13 ICDI inh	MC4R ag barr	PDI inh	MC4R antagonist	Glyco luc inh	ABCB6 inh 2	Vif inh	m5-HT2A agonist
> Cc1cc(NCCCCO)n2c(nc3ccccc32)c1C#N
 : 8.6	0.0	-7.1	-0.4	-3.4	6.1	0.3	99.0	7.4	2.3
> CCN(CC)CCNC(=O)c1cc2c(=O)n(CC)c3ccccc3c2s1
 : 5.4	0.1	-3.4	2.1	1.0	13.5	11.4	100.0	-7.1	-8.0
> CCN(CC(=O)Nc1ccc([N+](=O)[O-])cc1OC)c1ccccc1
 : -1.0	0.0	-8.4	1.0	-4.0	11.9	-3.4	96.0	-3.2	-2.4
> Cc1cc(-c2n[nH]c(=S)n2/N=C/c2ccc(C)s2)n[nH]1
 : -1.3	-0.2	-5.0	-1.1	-5.7	-0.8	2.5	98.0	2.8	5.3
> CCOc1ccc(N(CC(=O)NCCSCc2ccccc2)S(=O)(=O)c2ccccc2)cc1
 : 2.0	0.5	-6.3	-0.6	-4.1	5.1	-5.1	91.0	-3.8	4.4
> Cc1ccc(S(=O)(=O)N(C)C)cc1NC(=O)Nc1c(-c2ccccc2)noc1C
 : 1.0	0.6	-5.5	0.1	6.4	3.5	3.3	94.0	9.7	-3.7
> CN(C)NC(=O)c1ccsc1NC(=O)c1ccc(S(=O)(=O)N2CCCC2)cc1
 : 5.9	-0.1	-5.9	0.9	12.7	2.7	-1.7	95.0	-5.0	-0.1
> COc1ccc(C2CC(c3ccc4ccccc4c3OC(C)=O)=NN2C(=O)/C=C/c2ccccc2)cc1 (stereo not drawn)
 : -1.2	-0.7	-2.6	-0.4	-8.6	-0.5	-5.0	101.0	0.3	-3.5
> COc1ccc(OC)c(/C=C2\SC(=S)N(N3CCOCC3)C2=O)c1
 : -3.8	-0.1	-8.6	1.9	-6.6	2.3	0.3	104.0	-1.9	-0.3
> COc1cccc(/C=N/NC(=O)c2nnn(-c3nonc3N)c2CN(C)C2CCCCC2)c1
 : -3.9	-0.1	-16.5	1.8	5.2	3.2	1.4	96.0	-0.8	5.5
> C[C@H]1C=C(C(=O)NC2CC2)O[C@@H](OCc2ccc(CO)cc2)C1
 : -6.8	-0.1	-5.1	-1.4	0.8	-0.9	2.2	96.0	1.2	-0.8
> O=C(COc1cccnc1[N+](=O)[O-])Nc1ccc(S(=O)(=O)N2CCOCC2)cc1
 : 0.7	-0.1	-3.6	0.8	2.7	4.8	0.1	100.0	11.7	-0.4
> Clc1ncnc2scc(-c3ccccc3)c12
 : -0.3	0.3	-1.8	-0.8	12.8	3.3	-3.4	100.0	4.5	-1.2
> CN=C1SC(CC(=O)Nc2cc(Cl)ccc2Cl)C(=O)N1C (stereo not drawn)
 : -1.0	0.2	-6.1	1.2	-2.0	-0.8	-3.0	101.0	-5.6	-0.6
> Cc1ccc2c(c1)C(=O)C(=O)N2CC1COc2ccccc2O1 (stereo not drawn)
 : -5.8	-0.2	-3.1	-0.7	-0.2	-3.3	2.4	98.0	2.5	-5.2
> O=C(CSc1nnnn1-c1ccccc1)NCCCN1CCCC1=O
 : 0.3	-0.2	-6.7	-2.3	-0.7	5.2	0.0	94.0	1.5	2.5
> COC(=O)c1sc(NC(=O)COC(=O)C2CCC2)c(C(=O)OC)c1C
 : -5.6	-0.1	x	-2.8	-0.1	3.0	1.6	98.0	23.5	-1.2
> CCS(=O)(=O)N1Cc2ccccc2CC1C(=O)Nc1cccc(C)c1 (stereo not drawn)
 : 1.2	-0.2	-3.9	0.3	12.4	-2.4	-0.7	103.0	-2.6	2.4
> O=C(OCc1ccc(Cl)cc1)c1ccccc1C(=O)c1ccccc1
 : -18.0	0.3	-4.0	-2.6	-2.6	1.3	-2.4	94.0	0.4	-3.7
> CCN(CC)S(=O)(=O)c1ccc2[nH]cc(C(=O)NCCC3=CCCCC3)c(=O)c2c1
 : -22.2	0.7	-4.8	0.7	1.7	0.8	-2.2	116.0	-16.8	-0.7
> Cc1ccc(N2CC(C(=O)Nc3ccccc3C(=O)N3CCOCC3)CC2=O)cc1 (stereo not drawn)
 : 0.5	-0.4	-6.4	-3.6	-1.2	8.2	2.3	91.0	-1.8	-2.0
> Cc1ccccc1NC(=O)COC(=O)Cc1ccsc1
 : 2.3	0.1	-15.3	1.6	2.4	4.1	-0.3	91.0	5.4	-4.4
> CCCc1nnc(NC(=O)c2nc(S(=O)(=O)Cc3cccc(C)c3)ncc2Cl)s1
 : -12.7	-0.7	-5.1	-4.9	-1.4	37.7*	12.0	101.0	-19.4	3.3
> CCOC(=O)C1CCN(C(=O)CCc2nnc3ccc(NCCCN4CCCC4=O)nn23)CC1
 : 0.8	-0.2	-4.3	-1.3	1.5	11.8	2.1	98.0	-3.2	1.0
> CCCc1nc2c(sc3nc4c(cc32)COC(C)(C)C4)c(=O)n1Cc1ccco1
 : 3.9	0.3	-7.1	-0.8	0.7	9.9	13.9	96.0	x	0.4
> Cc1cccc(C(=O)Nc2c(C#N)c(C)c(C)n2Cc2ccccc2)c1
 : 4.6	0.1	0.8	-1.2	-3.2	1.8	5.0	106.0	-7.8	-4.5
> C/C(=N\NC(N)=S)c1ccccc1
 : 4.2	0.2	-4.1	-1.7	11.6	1.2	0.8	95.0	2.6	4.8
> COc1ccc2c(c1)[C@@H]1[C@H](CO2)[C@H](c2ccccc2)[C@]2(C)C(=O)Nc3ccc(C)cc3C(=O)N12
 : 10.7	0.3	x	1.5	15.1	13.2	34.0*	95.0	-5.0	2.8
> CN(C)CCN(Cc1ccccc1)C(=O)C1CCN(c2ncnc3c2nc2n3CCCCC2)CC1
 : 10.4	0.1	-2.4	-3.0	12.5	-0.4	0.1	101.0	-1.1	-2.6
> COc1ccccc1NS(=O)(=O)c1ccc(C(=O)Nc2ncccc2O)cc1
 : 7.5	-0.4	x	0.0	-4.3	2.6	23.5	94.0	-7.4	3.7
> CCOc1ccc(NC(=O)c2cccc3c2C(=O)N(CC2CCCO2)C3)cc1 (stereo not drawn)
 : -3.3	0.1	-3.0	-1.2	x	-4.6	0.1	99.0	-3.2	-3.2
> CC12CCC(C(=O)N3CCOCC3)([C@H](Br)C1=O)C2(C)C (stereo partly drawn)
 : 4.8	0.2	-19.7	-0.5	-9.9	1.9	-0.6	98.0	0.2	7.2
> Cc1nc(N2CCN(c3ccccn3)CC2)c2c(C)c(C(=O)Nc3ccc(F)cc3F)sc2n1
 : 6.6	-0.1	0.3	-1.5	15.0	-2.4	-3.6	91.0	-13.6	-1.1
> O=C(O)c1cccc(N2C(=O)Nc3ccccc3N2O)c1
 : -1.7	0.0	-18.8	-1.0	1.3	-1.6	3.4	101.0	0.2	-0.9
> O=C(COc1ccc2ccccc2c1)Nc1ccc(Cc2ccncc2)cc1
 : -18.0	0.0	-7.1	5.5	-8.4	-5.0	-4.4	93.0	-6.7	4.5
> O=C(NC(NC(=O)c1c(F)cccc1F)c1ccc([N+](=O)[O-])cc1)c1c(F)cccc1F
 : 5.0	0.2	-4.7	-0.3	-5.2	7.7	-2.3	95.0	2.3	-0.9
> CCOc1ccc(N(CC)S(=O)(=O)c2ccc3c(c2)oc(=O)n3C)cc1
 : -1.8	-0.3	-4.2	-0.9	-5.8	0.1	-4.5	97.0	-2.7	4.4
> CCCOc1ccc(N2CC(C(=O)Nc3ccc(N4CCOCC4)cc3)CC2=O)cc1 (stereo not drawn)
 : 6.0	-0.1	6.8	-1.6	8.2	11.0	0.0	95.0	22.4	1.1
> O=C(Cc1nnc(NC(=O)c2ccccc2)s1)N/N=C/c1ccco1
 : -1.7	-0.3	-4.7	0.2	-7.8	5.4	-0.9	99.0	-17.8	-2.2
> CCC(CO)Nc1ncnc2c1cnn2-c1ccc(OC)cc1 (stereo not drawn)
 : -11.6	0.0	-4.7	-0.4	-0.2	14.9	-9.9	88.0	-2.1	-0.1
> Cc1cc(NC(=O)c2c(-c3ccccc3Cl)noc2C)no1
 : -4.7	-0.2	-8.1	-0.1	1.2	-0.6	0.1	97.0	4.3	1.2
> COc1ccc(Oc2ccc(S(=O)(=O)N3CCCCC3)cc2S(=O)(=O)N2CCCCC2)cc1
 : 8.6	-0.1	-5.3	-2.6	-1.2	27.7	-6.7	97.0	0.3	-8.7
> NC(=O)CSc1nccn1Cc1ccc2c(c1)OCO2
 : 6.3	-0.2	-2.3	-2.0	-8.1	-0.3	1.9	98.0	2.6	-0.3
> O=C(NCc1n[nH]c(=O)c2ccccc12)C1CC(=O)N(c2ccc(Cl)cc2)C1 (stereo not drawn)
 : 59.3*	-0.1	-27.2	-2.0	8.9	15.0	1.1	104.0	-5.9	-1.8
> COc1ccc(OC)c(NC(=O)CSc2nnc(CNc3ccc(C)cc3C)o2)c1
 : 5.2	1.5	-5.4	-0.8	3.4	-0.1	-0.2	85.0	-4.9	0.3
> Cc1nc(N2CCC(C)CC2)c2c(C)c(C(=O)Nc3cc(F)ccc3C)sc2n1
 : -3.3	0.6	-20.3	0.9	-33.6	2.0	-5.3	101.0	1.0	5.1
> O=C(CCS(=O)(=O)c1ccc(Br)cc1)NCCC1=CCCCC1
 : -3.1	-0.2	-2.4	-2.9	0.2	1.8	0.1	99.0	17.0	2.0
> CC1=C(C(=O)OC(C)C)C(c2cccc(F)c2)N2C(=O)C(C)SC2=N1 (stereo not drawn)
 : 11.1	1.2	x	0.1	-4.3	5.2	-4.3	96.0	x	2.0

Quoted at random: 2 entries already listed, in no set order.
Each structure is followed by: Cardio protect	aDG glyco act	CaV13 ICDI inh	MC4R ag barr	PDI inh	MC4R antagonist	Glyco luc inh	ABCB6 inh 2	Vif inh	m5-HT2A agonist
> CCOC(=O)C1CCN(C(=O)CCc2nnc3ccc(NCCCN4CCCC4=O)nn23)CC1
 : 0.8	-0.2	-4.3	-1.3	1.5	11.8	2.1	98.0	-3.2	1.0
> O=C(OCc1ccc(Cl)cc1)c1ccccc1C(=O)c1ccccc1
 : -18.0	0.3	-4.0	-2.6	-2.6	1.3	-2.4	94.0	0.4	-3.7

Not a hit list; overall some 3.6% were active at least once.
